Screening results from PubChem.
NCOA1 inh: human NCOA1 inhibition; Q15788; HEK293 GAL4-SRC1 luciferase reporter, luminescence; inhibition, % at 3.6 µM; 0.12% of 360,000 active;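 active = inhibition above the campaign mean plus 3 SD, with each screening campaign given its own cutoff, cut at about 60% in these data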;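 also: 0% = DMSO treated cells and 100% = gossypol at 36 µM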
TLR9-MyD88 block: TLR9-MyD88 interaction inhibition; CHO BLA complementation TLR9-MyD88, CCF4 FRET ratio; Q9NR96+Q99836; 0.21% of 340,000 active; inhibition, % at 4.98 µM;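 active = inhibition above the mean over all tested compounds plus 3 SD, cut at about 21% in these data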;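 also: 0% = DMSO only wells and 100% = clavulanate BLA inhibitor control wells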
Target sequence (Q99836 whole entry, looked up): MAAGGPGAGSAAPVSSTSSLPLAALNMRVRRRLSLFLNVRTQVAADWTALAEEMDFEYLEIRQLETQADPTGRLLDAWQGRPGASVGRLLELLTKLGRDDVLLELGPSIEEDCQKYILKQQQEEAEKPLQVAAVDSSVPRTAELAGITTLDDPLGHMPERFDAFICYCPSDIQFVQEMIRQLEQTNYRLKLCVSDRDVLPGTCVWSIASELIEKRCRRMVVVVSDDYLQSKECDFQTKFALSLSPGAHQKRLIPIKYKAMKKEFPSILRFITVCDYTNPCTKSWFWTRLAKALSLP
Target sequence (Q9NR96 whole entry, looked up): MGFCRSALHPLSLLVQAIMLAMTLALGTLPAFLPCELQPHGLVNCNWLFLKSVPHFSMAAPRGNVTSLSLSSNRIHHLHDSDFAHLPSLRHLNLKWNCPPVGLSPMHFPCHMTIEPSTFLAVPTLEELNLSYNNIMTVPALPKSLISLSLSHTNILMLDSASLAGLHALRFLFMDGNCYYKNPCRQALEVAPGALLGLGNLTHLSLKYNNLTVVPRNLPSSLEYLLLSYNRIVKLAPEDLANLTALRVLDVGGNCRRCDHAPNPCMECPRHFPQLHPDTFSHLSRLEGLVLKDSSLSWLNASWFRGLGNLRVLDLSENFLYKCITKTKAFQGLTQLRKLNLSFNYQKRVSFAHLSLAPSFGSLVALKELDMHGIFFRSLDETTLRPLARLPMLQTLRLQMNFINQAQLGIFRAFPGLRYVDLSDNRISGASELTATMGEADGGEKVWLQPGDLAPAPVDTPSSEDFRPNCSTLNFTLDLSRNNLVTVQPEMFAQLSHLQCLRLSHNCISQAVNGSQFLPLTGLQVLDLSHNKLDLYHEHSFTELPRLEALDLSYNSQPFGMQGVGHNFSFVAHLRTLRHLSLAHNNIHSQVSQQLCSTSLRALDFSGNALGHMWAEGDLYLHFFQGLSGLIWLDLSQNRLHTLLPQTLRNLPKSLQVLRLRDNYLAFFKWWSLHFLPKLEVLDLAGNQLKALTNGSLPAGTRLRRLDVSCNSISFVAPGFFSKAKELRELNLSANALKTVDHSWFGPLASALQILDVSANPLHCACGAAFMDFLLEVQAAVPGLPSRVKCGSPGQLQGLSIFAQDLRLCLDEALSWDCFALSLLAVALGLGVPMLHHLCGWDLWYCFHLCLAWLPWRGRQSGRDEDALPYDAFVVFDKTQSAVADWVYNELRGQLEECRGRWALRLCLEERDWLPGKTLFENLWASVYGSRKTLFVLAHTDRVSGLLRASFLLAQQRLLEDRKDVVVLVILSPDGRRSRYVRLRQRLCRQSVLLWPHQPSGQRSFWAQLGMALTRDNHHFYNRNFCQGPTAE
Exocytosis inh: lytic granule exocytosis inhibition; 0.66% of 360,000 active; inhibition, % at 10 µM; AID 651702; TALL-104 LAMP-1 surface exposure, flow cytometry; cells stimulated with thapsigargin and PMA;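 active = inhibition above about 55%, limit read from the data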
SRC2 inh: inhibits human steroid receptor coactivator 2; Q15596; HEK293 GAL4-SRC2 luciferase reporter, luminescence; inhibition, % at 9 µM; 0.17% of 370,000 active; AID 651957;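 active = inhibition above the mean inhibition of all tested compounds plus 3 SD, set per campaign, cut at about 52% in these data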;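 also: 0% = DMSO treated cells and 100% = cells given Gossypol at 36 µM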
TROY signal inh: inhibitors of TROY-dependent NF-kB signaling; Q293 LMP1-TROYcd NF-kB luciferase reporter, 4 h; inhibition, % at 10 µM; 0.98% of 360,000 active; AID 1347056;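 active = compounds whose plate-normalised and pattern-corrected inhibition of the luciferase reporter signal at the single screening dose is 50% or more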
ABHD5-PLIN5 inh: ABHD5-PLIN5 protein interaction inhibition; Q00G26+Q8WTS1; 0.78% of 360,000 active; inhibition, % at 4 µM; Split G. princeps luciferase complementation, luminescence, 4 h;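 active = inhibition above the mean inhibition across every tested compound plus 3 SD, cut at about 22% in these data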;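 also: 0% = DMSO only wells and the 100% control is not disclosed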
TWEAK Fn14 block: TWEAK-Fn14 signaling inhibition. TWEAK-stimulated Fn14 reporter cells, luciferase luminescence, 8 h. inhibition, % at 10 µM. 2% of 360,000 active; in the data active = inhibition above about 50%
NR5A2 inv ag: suppresses constitutive activity of human LRH-1. HEK293T StAR-luciferase reporter, LRH-1 transfected, 24 h. inhibition, % at 3.6 µM. AID 602396. 0.13% of 360,000 active;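 active = inhibition above the mean inhibition of all tested compounds plus 3 SD, cut at about 73% in these data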;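 also: 0% = DMSO wells and 100% = reporter-only cells lacking LRH-1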
NCOA3 inh: inhibitors of human steroid receptor coactivator 3 (SRC3); Q9Y6Q9; HEK293 GAL4-SRC3 luciferase reporter, luminescence; inhibition, % at 3.6 µM; 0.17% of 360,000 active; AID 588352;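 active = inhibition above a per-campaign cutoff, the mean of all compounds plus 3 SD, cut at about 60% in these data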;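 also: 0% = DMSO-treated cells and 100% = gossypol-treated cells at 36 µM; higher means less SRC3-driven luciferase light from the GAL4 reporter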
NR2F2 inh: blocks human COUP-TFII nuclear receptor; 0.7% of 370,000 active; inhibition, % at 8.6 µM; HEK293T NGFI-A luciferase reporter, luminescence; P24468;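 active = inhibition above a per-plate cutoff, mean inhibition of test wells between control levels plus 3 SD, cut at about 38% in these data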;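 also: cells cotransfected with COUP-TFII expression vector driving the NGFI-A reporter; 0% = median of COUP-TF2 test wells and 100% = reporter-only cells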
NOD2 RIPK2 PPI: blocks binding of human NOD2 to RIPK2; inhibition, % at 4.98 µM; 0.38% of 360,000 active; O43353; CHO BLA complementation NOD2-RIPK2, CCF4 ratio; AID 624267; in the data active = inhibition above about 21%;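 also: 0% = vehicle only and 100% = reference blocker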
* = called active by the depositor; / = not tested or not shown.

SMILES	NCOA1 inh	TLR9-MyD88 block	Exocytosis inh	SRC2 inh	TROY signal inh	ABHD5-PLIN5 inh	TWEAK Fn14 block	NR5A2 inv ag	NCOA3 inh	NR2F2 inh	NOD2 RIPK2 PPI
CCC(C)NC(=O)CN(c1ccc(OC)cc1)S(=O)(=O)c1ccc(NC(C)=O)cc1 (stereo not given)	-9	2	-3	-50	2	-5	-15	22	6	5	3
O=C(COc1ccc(Cc2ccccc2)cc1)c1ccc(F)cc1	-16	1	5	-39	-37	-7	21	-1	1	2	12
Cc1nc(C(F)(F)F)ccc1C(=O)N1CCC1(C)C(=O)NS(=O)(=O)c1cccc(F)c1 (stereo not given)	-7	/	-12	-6	12	-5	-9	17	-7	-8	2
COc1cc(/C=N/NC(=O)/C(=C\c2ccc([N+](=O)[O-])cc2)NC(=O)c2ccccc2)cc(OC)c1O	-13	-8	1	-1	-16	3	-20	20	3	4	2
COc1ccc(CN(C)CC(=O)Nc2cccc3ccccc23)cc1F	-1	4	10	-6	-26	1	-27	12	-8	-13	3
Cc1c(Cc2ccccc2)c(=O)oc2c(CN(C)C)c(O)c(Cl)cc12	-13	-12	1	-11	17	0	8	-7	20	-14	-16
O=C(CCc1nc(-c2ccccc2Cl)no1)NC1CCCC1	-58	-3	1	-8	-8	-8	2	-12	14	18	3
Cc1cccc2c(=O)cc(C)n(CC(=O)N3CCCCC3)c12	4	0	-1	-39	18	3	2	-5	-3	10	4
Cc1ccc(N(CC(O)CN2C(=O)NC(C)(C)C2=O)S(=O)(=O)c2ccc(C)cc2)cc1 (stereo not given)	-7	-5	-4	-3	7	-4	-1	-14	11	11	9
CC(OC(=O)c1cccc(S(=O)(=O)N2CCCCCC2)c1)C(=O)Nc1ccc(S(N)(=O)=O)cc1 (stereo not given)	4	10	2	8	8	0	-2	-2	-29	-14	-2
O=[N+]([O-])c1ccc(-c2nnc(-c3ccccc3)c(NCCCO)n2)cc1	-12	2	1	-34	-21	2	8	33	-9	-27	0
Cc1ccc(SC[C@H](C)CN2CCC(NC(=O)OCc3ccccc3)CCC2=O)cc1 (stereo not given in full)	/	/	5	1	15	8	0	-9	/	13	10
CC(=O)c1c(C)nc(-c2ccc3c(c2)OCO3)n1O	-5	-11	-1	-15	0	-3	0	-23	5	1	-16
CC(C)(C)NC(=O)C(c1ccc(-c2ccccc2)cc1)N(C[C@H]1CC[C@@H]([C@@H]2CC[C@H](CO)O2)O1)C(=O)c1ccc(C(C)(C)C)cc1 (stereo not given in full)	5	-7	7	-1	44	-1	32	12	2	-1	2
Cc1ccc(C)c(N2CCN(S(=O)(=O)c3ccc(-c4ccc(=O)[nH]n4)o3)CC2)c1	-1	-6	-4	-13	-19	3	-2	-10	4	18	-1
Cc1nc(N2CCN(c3ccccn3)CC2)c2c(C)c(C(=O)N3CCN(c4cccc(Cl)c4)CC3)sc2n1	18	9	26	-16	16	2	34	5	8	1	-7
O=C(/C=C/c1ccc(Cl)cc1Cl)n1cccn1	-6	-1	-3	10	-33	9	19	21	3	-13	-10
CC(C)OC(=O)c1ccc(NC(=O)c2cncc(Br)c2)cc1	-3	6	-1	-2	8	-7	31	-8	15	16	-2
Nc1[nH]nc2ncc3cc4ccccc4nc3c12	11	-7	-1	6	15	4	7	-14	-10	-18	-12
CCOC(=O)c1ccc(-c2csc(NC(=O)CN3CCC(C)CC3)n2)cc1	-11	-10	-22	-17	2	-5	33	15	7	-9	3

Sorted by formula weight (rising): 3 of the compounds above.
SMILES	NCOA1 inh	TLR9-MyD88 block	Exocytosis inh	SRC2 inh	TROY signal inh	ABHD5-PLIN5 inh	TWEAK Fn14 block	NR5A2 inv ag	NCOA3 inh	NR2F2 inh	NOD2 RIPK2 PPI
O=C(COc1ccc(Cc2ccccc2)cc1)c1ccc(F)cc1	-16	1	5	-39	-37	-7	21	-1	1	2	12
Cc1ccc(SC[C@H](C)CN2CCC(NC(=O)OCc3ccccc3)CCC2=O)cc1 (stereo not given in full)	/	/	5	1	15	8	0	-9	/	13	10
COc1cc(/C=N/NC(=O)/C(=C\c2ccc([N+](=O)[O-])cc2)NC(=O)c2ccccc2)cc(OC)c1O	-13	-8	1	-1	-16	3	-20	20	3	4	2

The main list resumes, repeating the 6 entries before the break.
SMILES	NCOA1 inh	TLR9-MyD88 block	Exocytosis inh	SRC2 inh	TROY signal inh	ABHD5-PLIN5 inh	TWEAK Fn14 block	NR5A2 inv ag	NCOA3 inh	NR2F2 inh	NOD2 RIPK2 PPI
Cc1ccc(C)c(N2CCN(S(=O)(=O)c3ccc(-c4ccc(=O)[nH]n4)o3)CC2)c1	-1	-6	-4	-13	-19	3	-2	-10	4	18	-1
Cc1nc(N2CCN(c3ccccn3)CC2)c2c(C)c(C(=O)N3CCN(c4cccc(Cl)c4)CC3)sc2n1	18	9	26	-16	16	2	34	5	8	1	-7
O=C(/C=C/c1ccc(Cl)cc1Cl)n1cccn1	-6	-1	-3	10	-33	9	19	21	3	-13	-10
CC(C)OC(=O)c1ccc(NC(=O)c2cncc(Br)c2)cc1	-3	6	-1	-2	8	-7	31	-8	15	16	-2
Nc1[nH]nc2ncc3cc4ccccc4nc3c12	11	-7	-1	6	15	4	7	-14	-10	-18	-12
CCOC(=O)c1ccc(-c2csc(NC(=O)CN3CCC(C)CC3)n2)cc1	-11	-10	-22	-17	2	-5	33	15	7	-9	3
O=C(C(Cl)Cl)N1CCN(c2ccccn2)CC1	-23	-2	-6	6	-3	-1	-13	33	-7	15	-3
COc1ccc(C(=O)Nc2c(Cl)cc(Cl)cc2C(=O)N2CCC(C)CC2)cc1	10	-1	-2	-7	2	-3	9	5	11	0	6
Cc1csc(NC(=O)c2ccoc2C)n1	-68	1	-1	-31	-45	5	30	-88	-62	-31	-5
CC(=O)c1ccc(N(C(=O)Cc2c[nH]c3ccccc23)C(C(=O)NC2CCCCC2)c2cccs2)cc1 (stereo not given)	-36	-4	-5	1	-1	-2	27	-25	-15	-10	-2
COc1cccc(-n2c(=O)c3c(C)c(C(=O)N(C)C)sc3n(CC(=O)NCC3CCCO3)c2=O)c1 (stereo not given)	-25	9	-1	-8	-3	2	14	3	8	2	7
C/C(=N\NC(=O)c1cccnc1)c1ccc(OC2OCCOC2Oc2ccc(/C(C)=N/NC(=O)c3cccnc3)cc2)cc1 (stereo not given)	-17	3	3	5	-5	1	-11	5	-14	-12	-3
O=C(NNC(=O)c1cccc2ccccc12)c1ccc(Cl)c(Cl)c1	-4	-5	5	-22	-26	-3	-36	-32	-15	-14	-8
COc1cccc(C2=NOC(C(=O)NCc3ccc(F)cc3)C2)c1 (stereo not given)	5	1	2	-16	28	-4	4	27	7	-4	7
COc1ccc(-c2sc3ccccc3c2C#CCCO)cc1	4	-13	24	-15	-3	-3	10	-6	4	-8	-10
O=C1CS/C(=N\c2ccccn2)N1C1CCCCC1	6	-6	4	4	9	-7	53*	-4	10	3	2
CCOCCCNC(=O)c1cc2c(=O)[nH]c3ccccc3c2s1	-3	-2	-7	-5	-4	-12	-11	-10	2	4	7
CCc1c(C)nc(SCC(=O)NNC(=O)c2ccco2)[nH]c1=O	-23	-2	0	-39	-6	-6	-2	-38	-3	-42	-11
CC(C)NC(=O)c1ccc(CN2CCC(Cc3ccccc3)CC2)cc1	8	-5	11	4	9	-4	10	0	0	7	-3
CN1C2CCC1/C(=C\c1ccccc1F)C(=O)/C2=C/c1ccccc1F	-27	0	7	13	20	25*	83*	-5	5	16	3
COc1ccc(OC)c(NC(=S)N(CCc2c(C)[nH]c3ccc(C)cc23)Cc2cccs2)c1	-24	0	-2	-15	-9	-13	19	6	-2	9	-2
O=c1[nH]cnc2c1ncn2[C@@H]1O[C@H](COS(=O)(=O)O)[C@@H](O)[C@H]1O	3	-5	-2	7	-5	0	-5	-13	-18	24	0
Nc1ccccc1C=C1Cc2ccccc2C1=O	-107	8	5	-61	-9	11	44	-145	-118	-27	4
O=C(CCSCCc1ccccn1)Nc1nccs1	-15	-13	-4	-5	1	-1	13	-10	-17	15	-10
COc1ccc(S(=O)(=O)Cc2ccc(C(=O)NC3CCCC3)o2)cc1	4	-11	-4	3	3	2	-3	14	9	0	-13
N#CCCn1nc(-c2ccc(Br)cc2)cc1Nc1ccccc1NC(=O)C(F)(F)F	-6	-9	1	-21	28	3	26	-10	6	12	7
COc1ccc(S(=O)(=O)CC(=O)Nc2nnc(C(F)(F)F)s2)cc1	1	-5	-15	-9	12	-5	-13	-3	11	5	1
O=C(Nc1nc2ccc(S(=O)(=O)N3CCOCC3)cc2s1)c1cccs1	-26	4	-3	8	-40	-3	-9	-17	-14	-6	0
Cc1ccc(-n2c(Cn3nc(C(F)F)cc3C(F)F)n[nH]c2=S)cc1	-1	9	-2	17	5	1	-8	19	10	-11	16
O=C(CCN1C(=O)COc2ccccc21)NCCN1CCN(c2ccccc2F)CC1	-2	3	-2	6	6	-1	-7	1	10	1	-6
COc1ccc(C(NC(=O)C2CCN(CCOc3ccc(Cl)cc3Cl)CC2)c2cccs2)cc1 (stereo not given)	0	/	3	-6	51*	10	-4	-12	4	12	-5
Cc1ccc(CC(=O)NCC(C)C)cc1	-8	-1	-3	-19	-13	4	7	-27	-4	-21	2
N/C(=N\OC(=O)COc1ccccc1)c1ccccn1	-55	-1	-11	-45	-86	3	-7	-99	-88	-37	-5
CN(C(=O)c1cc(S(=O)(=O)N2CCc3ccccc32)cn1C)C1CCCCC1	10	10	1	14	3	13	-2	-10	-11	0	3
O=C(COC(=O)CN1C(=O)C2CC=CCC2C1=O)Nc1cccc([N+](=O)[O-])c1 (stereo not given)	11	-4	-10	0	9	-4	2	-2	-3	16	-1
CC(OC(=O)c1cc2c(ccc3ccccc32)oc1=O)c1nc2ccccc2s1 (stereo not given)	-11	-8	1	-21	8	-3	-1	-18	7	-3	-2
CCCCNC(=O)c1ccc2nc(CC)c(N(C)Cc3cccs3)n2c1	4	/	-2	15	-2	-8	-26	-26	8	19	0
COc1cc(C2(c3ccc(O)c(OC)c3)C(=O)Nc3c(Br)cc(Br)cc32)ccc1O	-52	3	0	2	26	-4	-41	13	22	-2	-2

A portion of the library. The share of hits here may be higher or lower than overall.
